HDAC3 inh = human HDAC3 inhibition; O15379; inhibition, % at 8.3 µM; recombinant HDAC3, fluorogenic peptide/trypsin coupled, fluorescence; 0.15% of 320,000 active; in the data active = inhibition above about 26%, passing the limit was not always enough; inconclusive = no clear call, values can overlap the other calls
DYRK1A inh = blocks rat Dyrk1A kinase activity; AID 504441; 0.43% of 310,000 active; ADP-Glo luminescence, NFATc1 peptide; Q63470; inhibition, % at 12.5 µM; in the data active = inhibition above about 50%;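 also: plate controls were vehicle with enzyme for no effect and no enzyme for full effect; many of its hits are not listed in these tables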
KCNQ1 block = inhibitors of human KCNQ1 potassium channel; CHO-K1 KCNQ1, FluxOR thallium flux fluorescence; stronger effect = higher value; B-score at 10 µM; 1.3% of 310,000 active;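 active = compounds whose thallium flux B-score, printed positive for inhibition, exceeds three library SD while starting fluorescence stays within three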;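 also: channel opened by potassium depolarization with thallium stimulus after 20 min compound exposure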
Target sequence (P51787 whole entry, looked up): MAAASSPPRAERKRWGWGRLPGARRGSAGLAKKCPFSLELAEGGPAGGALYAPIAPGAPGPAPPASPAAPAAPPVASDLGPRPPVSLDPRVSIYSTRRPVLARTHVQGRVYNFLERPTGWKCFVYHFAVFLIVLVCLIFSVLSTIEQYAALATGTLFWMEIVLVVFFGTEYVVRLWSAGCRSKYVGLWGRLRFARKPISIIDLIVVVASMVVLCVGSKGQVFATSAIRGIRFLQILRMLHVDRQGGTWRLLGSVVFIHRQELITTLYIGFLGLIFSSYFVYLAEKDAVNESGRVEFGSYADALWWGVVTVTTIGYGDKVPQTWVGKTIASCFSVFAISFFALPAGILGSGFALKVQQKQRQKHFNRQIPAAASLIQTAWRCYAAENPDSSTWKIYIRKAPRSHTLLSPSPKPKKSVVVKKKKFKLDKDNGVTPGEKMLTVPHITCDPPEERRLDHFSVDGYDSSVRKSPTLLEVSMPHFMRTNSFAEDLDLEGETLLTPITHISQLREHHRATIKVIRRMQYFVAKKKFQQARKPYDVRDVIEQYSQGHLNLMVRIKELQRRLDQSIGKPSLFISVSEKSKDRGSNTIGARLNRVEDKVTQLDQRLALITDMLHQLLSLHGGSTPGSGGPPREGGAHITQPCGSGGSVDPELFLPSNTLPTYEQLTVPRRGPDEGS
GSK3A inh = inhibitors of human GSK-3 alpha kinase | ADP-Glo luminescence, 60 min | inhibition, % at 10 µM | P49840 | AID 2650 | 0.1% of 320,000 active;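 in the data active = inhibition above about 50%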;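 also: GST-tagged GSK-3 alpha with peptide substrate and 25 µM ATP; 0% = DMSO neutral wells and 100% = GW8510 positive control wells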
KCNK3 block = human KCNK3 channel inhibition, primary screen; B-score at 10 µM; CHO-KCNK3 thallium flux, FluxOR fluorescence; stronger effect = lower value; 0.84% of 340,000 active; AID 602410;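 active = B-score under library mean minus 4 SD, starting fluorescence ratio at most library mean plus 5 SD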;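 also: more negative B-score means stronger inhibition of thallium flux through KCNK3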
PolyA inhibitor = yeast polyadenylation inhibition. S. cerevisiae SKY197-pL101 polyadenylation reporter, beta-gal luminescence; efflux-impaired pdr1/pdr3 knockout yeast; score 100 = 6 SD above DMSO. calls only at 12 µM. 0.02% of 300,000 active. AID 1875;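 active = lowest replicate activity score at least 50, where 100 means six control SD above control mean; inconclusive = lowest score under 50 but half or more replicates reach 50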;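 also: yeast exposed to compound for 9 h at 30 °C; higher score means more reporter readthrough which indicates perturbed polyadenylation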
hERG rescue = compounds protecting human hERG from proarrhythmic drug block | CHO-hERG, FluxOR thallium flux, dofetilide IC70 present | activation (rescue from dofetilide block), less the hit threshold, % at 10 µM | Q12809 | AID 1511 | 0.51% of 310,000 active;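 active = activation above the mean of controls blocked by dofetilide plus 5 SD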;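 also: thallium influx through hERG after potassium depolarization seen as dye fluorescence rise; in these data hits start at about 4.7%; inactives centre near -7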
KCNK9 block = human KCNK9 channel inhibition; HEK293 KCNK9, FluxOR thallium flux fluorescence; stronger effect = lower value; B-score at 10 µM; 1.2% of 310,000 active; AID 488922;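 active = ratio B-score over 3 SD below the library mean, with starting fluorescence within 5 SD of its mean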;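 also: negative B-score means less thallium flux so channel inhibition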
Target sequence (Q9NPC2 whole entry, looked up): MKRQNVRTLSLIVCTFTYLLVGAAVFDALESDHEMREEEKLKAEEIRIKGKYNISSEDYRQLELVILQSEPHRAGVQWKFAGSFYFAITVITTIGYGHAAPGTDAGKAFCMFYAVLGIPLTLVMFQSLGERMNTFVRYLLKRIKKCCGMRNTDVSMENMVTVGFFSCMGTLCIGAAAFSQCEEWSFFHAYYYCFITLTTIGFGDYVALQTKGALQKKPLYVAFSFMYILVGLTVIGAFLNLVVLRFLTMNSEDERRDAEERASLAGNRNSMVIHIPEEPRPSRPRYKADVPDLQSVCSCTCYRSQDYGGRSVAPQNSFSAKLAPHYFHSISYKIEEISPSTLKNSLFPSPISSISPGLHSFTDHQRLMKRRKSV
KCNQ1 pot = human KCNQ1 channel potentiation or activation | CHO-K1 KCNQ1, thallium flux FluxOR fluorescence; stronger effect = higher value | B-score at 10 µM | P51787 | 0.35% of 310,000 active;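 active = fluorescence ratio B-score, a plate-corrected score, at least three library SD, with initial intensity B-score within 5 SD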
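Medium – assay buffer, equal DMSO in all wells · Material – CHO-K1 cell line with stable KCNQ1 potassium channel expression · Signal – kinetic FluxOR thallium fluorescence, 10-s 1-Hz baseline, 110-s post-stimulus read · Compound – single concentration per compound, DMSO matched to controls · Schedule – 37 °C overnight plating, 90-min dark dye load, 20-min compound pretreatment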
GSK3beta inhib = human GSK3beta kinase inhibition; P49841; GST-GSK3beta kinase, ADP-Glo luminescence, 60 min; stronger effect = lower value; activity score (negative = inhibition), % at 10 µM; 0.038% of 300,000 active; AID 2097;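 active = more than half of replicate wells score below -50%, meaning over 50% inhibition versus plate controls; inconclusive = some replicates but at most half score below -50%; inactive = no replicate scores below -50%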;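 also: 0% = median DMSO wells and -100% = median GW8510 positive control wells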
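Assay system: GST-fused GSK3beta enzyme, cell-free / Medium: Tris pH 7.5 buffer with MgCl2, DTT, BSA, heparin / Also added: peptide substrate plus 25 µM ATP (final) / Compound: 10 µM single point / Timing: kinase reaction with compound 60 min at room temperature / Detection: ADP-Glo luminescence / Benchmarks: DMSO neutral wells and GW8510 at 20 µM as positive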
RGS4 pot = RGS4 potentiation or activation. HEK293 M3R/inducible RGS4, carbachol calcium flux Fluo4; stronger effect = lower value. B-score at 10 µM. 0.92% of 310,000 active;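 active = B-score of the integrated calcium signal more than 4 SD below the library mean, with starting fluorescence not abnormally high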;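 also: negative B-score means reduced calcium response which marks RGS4 activation or potentiation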
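Also added: carbachol at ECmax as muscarinic agonist stimulus; Assay system: HEK293 cells with stable M3R and inducible RGS4; Timing: overnight RGS4 induction, 30 min dye load 37 °C, 20 min compound RT; Measured by: Fluo4-AM (2 µM) calcium-flux fluorescence, kinetic read.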
* = called active by the depositor; i = inactive; ? = inconclusive; · = not tested or not shown. Only part of the results is shown, so the mix of outcomes need not match the whole.

SMILES	HDAC3 inh	DYRK1A inh	KCNQ1 block	GSK3A inh	KCNK3 block	PolyA inhibitor	hERG rescue	KCNK9 block	KCNQ1 pot	GSK3beta inhib	RGS4 pot
COc1ccc2c(c1)C1CC(C)(NC(=O)C1C(=O)c1ccccc1)O2 (stereo unspecified)	9	2	i	-2	i	i	-15	i	i	3	i
Fc1ccc(-c2csc(-c3cccnc3)n2)cc1F	3	4	i	-2	i	i	-8	i	i	5	i
CC(=O)N1N=C(c2cccnc2)OC1c1ccc(C(C)C)cc1 (stereo unspecified)	0	-1	i	1	i	i	-6	i	i	-3	i
O=C(CCNS(=O)(=O)c1c(Cl)cccc1Cl)OCC(=O)c1ccccc1	-7	2	i	-1	i	i	-13	i	i	-1	i
O=C(CCC1N=C2c3ccccc3N=C(SCc3ccc(F)cc3)N2C1=O)NCc1ccco1 (stereo unspecified)	2	-4	i	0	i	i	-18	i	i	1	i
O=C(CN(c1ccc(Cl)c(C(F)(F)F)c1)S(=O)(=O)c1ccccc1)N/N=C/c1cccc2c1OCCO2	?	4	i	-2	i	i	-5	i	i	0	i
CCCCNC(=O)[C@H]1C[C@H]1[C@@H](O)[C@H](CO)NC(=O)[C@H](Cc1ccccc1)NC(=O)OC(C)(C)C	-2	-3	i	-5	i	i	-4	i	i	0	i
CCC(=O)N1CCc2nc(-c3ccccc3)sc2C1	-9	-7	i	-2	i	i	-5	i	i	3	i
Cc1onc(-c2ccccc2Cl)c1C(=O)Nc1ccc(Cl)cn1	-2	·	i	-3	i	i	-6	i	i	0	i
CN(CC(=O)N1CCN(Cc2ccccc2)CC1)S(=O)(=O)c1ccc(F)cc1	4	1	i	1	i	i	-3	i	i	-1	i
Cc1[nH]n(-c2cccc([N+](=O)[O-])c2)c(=O)c1-c1ccccc1	-10	-2	i	-3	i	i	-9	i	i	0	i
COc1ccc(S(=O)(=O)CCC(=O)N2c3ccccc3CC2C)cc1 (stereo unspecified)	0	-6	i	0	i	i	-8	i	i	0	i
COc1ccc(OC)c(S(=O)(=O)N2CCC(C(=O)N3CCN(Cc4ccccc4)CC3)CC2)c1	4	-7	i	-4	i	i	-7	i	i	-4	i
COC(=O)c1ccc(S(=O)(=O)c2ccccc2)c(N)c1	?	-11	i	2	i	i	-3	i	i	-4	i
Cn1c(CCNC(=O)c2ccc(Cl)cc2)n[nH]c1=S	0	-3	i	11	i	i	-7	i	i	-2	i
COc1ccc(-n2c(N)c(Br)c(=O)[nH]c2=O)cc1	8	0	i	-3	i	i	-13	i	i	1	i
CN1CCCC(CC2Oc3ccccc3Sc3ccccc32)C1 (stereo unspecified)	-1	2	i	4	i	i	-12	i	i	-3	-9.1*
Cn1c(=N)n(CC(=O)c2ccc(Br)cc2)c2ccccc21	5	2	i	0	i	i	-7	i	i	-2	i
CS(=O)(=O)c1ccc(S(=O)CC(=O)OCc2ccccc2)c([N+](=O)[O-])c1 (stereo unspecified)	·	2	i	·	i	i	-18	i	i	-2	i
O=C(N=C1SC2CS(=O)(=O)CC2N1CCc1ccc(F)cc1)C1CCCCC1 (stereo unspecified)	-8	-2	i	1	i	i	-5	i	i	2	i
COc1cccc(/C=N/NC(=O)C(C)Cn2cnc3ccccc32)c1 (stereo unspecified)	8	·	i	4	i	i	-1	i	i	-6	i
Cc1ccc(OCC(=O)Nc2ccc3c(c2)C(=O)NC3=O)c(C)c1	-5	2	i	21	i	i	-7	i	i	-9	i
COc1ccc(C(=O)N/N=C/c2ccc(OC)c(COc3ccccc3)c2)cc1	1	-2	i	0	i	i	-9	i	i	-3	i
O=C1NC(=O)/C(=C\c2ccccc2OCc2ccc([N+](=O)[O-])cc2)N1	2	2	i	-1	i	i	-5	i	i	-3	i
Cc1ccc(S(=O)(=O)NCC(=O)N(CC(=O)NCc2ccco2)Cc2ccc3c(c2)OCO3)cc1	4	-3	i	-3	i	i	-7	i	i	0	i
CCOC(=O)c1c(NC(=O)C(F)(OC)C(F)(F)F)sc(C(=O)N2CCCCC2)c1C (stereo unspecified)	24	-1	i	-1	i	i	-8	i	i	1	i
CCCCn1nnnc1SCC(=O)Nc1cccc(C)c1	1	0	i	-1	i	i	-7	i	i	-1	i
COc1ccc(C2C(=O)N(C3CCCCC3)CC(=O)N2Cc2ccc3c(c2)OCO3)cc1 (stereo unspecified)	·	20	i	·	i	i	-16	i	i	-1	i
O=C(NCc1cccnc1)c1ccc(-c2ccc(Cl)cc2)o1	-23	31	i	4	i	i	-6	i	i	1	i
O=C(CN1CCN(c2ccc(O)cc2)CC1)Nc1cc(S(=O)(=O)N2CCCC2)ccc1Cl	7	7	i	0	i	i	-8	i	i	2	i
CC(C)CCn1cnc2c(cnn2-c2ccc(Cl)cc2)c1=O	1	2	i	4	i	i	-2	i	i	-2	i
Cc1ccccc1C(=O)NCCN1CCOCC1	-11	-4	i	1	i	·	0	i	i	1	i
C/C(=C/C(=O)N1CCN(C)CC1)C(=O)O	0	-4	i	1	i	i	-1	i	i	-25	i
Cc1ccc(-c2csc(NC(=O)CSc3nc(C)cc(=O)[nH]3)n2)cc1	1	·	i	-1	·	i	-9	i	i	3	i
Cc1ccsc1/C=N/NC(=O)c1cccc(S(=O)(=O)Nc2ccccc2Cl)c1	2	-2	i	-4	i	i	-16	i	i	1	i
Cc1ccc2oc(C(=O)NCc3ncc(C)[nH]3)c(C)c2c1	1	8	i	1	i	i	-10	i	i	3	i
C#CC(C)OC(=O)Nc1cnccc1C(F)(F)F (stereo unspecified)	-5	3	i	-2	i	i	-9	i	i	2	i
Cc1nc2scc(C)n2c(=O)c1S(=O)(=O)N1CCN(c2ccccn2)CC1	-8	-6	i	4	i	i	-5	i	i	0	i
CCc1ccc(S(=O)(=O)N2CCN(c3ncccn3)CC2)cc1	-5	2	i	-2	i	i	3	i	i	2	i
Cc1cc(C(=O)NCC(=O)OCC(=O)N(C)C2CCCCC2)ccc1[N+](=O)[O-]	7	1	i	-3	i	i	-6	i	i	4	i
COc1cc(C(=O)OC(C)C(=O)NCC2CCCCC2)cc(NC(=O)c2ccco2)c1OC (stereo unspecified)	1	7	i	1	i	i	-9	i	i	-1	i
N/C(CCN1CCCCC1)=N/O	2	-3	i	0	i	i	-6	i	i	1	i
Cc1nc(-c2ccc(S(=O)(=O)NCc3ccccn3)s2)cs1	4	0	i	-1	i	i	-5	i	i	4	i
O=S(=O)(c1ccc(OCc2nc3ccccc3s2)c(Cl)c1)N1CCOCC1	1	-7	i	1	i	i	-5	i	i	1	i
COc1ccc(/C=C/C(=O)c2ccc3c4c(cccc24)CC3)cc1OC	-3	-5	i	0	i	i	-6	i	i	2	i
COc1nccnc1NS(=O)(=O)c1ccc(NC(=S)NC(=O)c2ccccc2)cc1	10	14	i	-2	i	i	-1	i	i	3	i
COc1ccc(-c2c(C)nc(N)nc2-c2ccc(OCc3ccc(C)cc3)cc2O)cc1OC	3	5	i	-1	i	i	-9	i	i	2	i
CC(C)Oc1ccc(CCc2nnc(SC(C)C(=O)O)n2-c2ccccc2)cc1 (stereo unspecified)	3	3	i	0	i	i	-6	i	i	-1	i
CCOC(=O)N1CCN(c2cc3nccnc3cc2F)CC1	3	-15	i	1	i	i	-10	i	i	-3	i
O=C(O)CC1S/C(=N/N=C2CCCCC2)N(c2ccccc2)C1=O (stereo unspecified)	·	-4	i	·	i	i	-12	i	i	1	i

(more compounds)
SMILES	HDAC3 inh	DYRK1A inh	KCNQ1 block	GSK3A inh	KCNK3 block	PolyA inhibitor	hERG rescue	KCNK9 block	KCNQ1 pot	GSK3beta inhib	RGS4 pot
Cc1ccc(C2=NS(=O)(=O)N(C)C(C(=O)N(C)C3CCCCC3)=C2)cc1	5	3	i	-2	i	i	-2	i	i	0	i
CC(C)OC(=O)CSc1nc2c(c(C3CC=CCC3)c1C#N)CCC2 (stereo unspecified)	6	2	10*	2	i	i	-8	i	i	0	i
CC1(C(=O)N2CCOCC2)CCCCC1	5	·	i	2	i	i	-9	i	i	-5	i
Cc1ccc(C(=O)CC2(O)C(=O)N(Cc3ccccc3)c3ccccc32)o1 (stereo unspecified)	-1	-6	i	-3	i	i	-4	i	i	-5	i
COc1ccc(S(=O)(=O)N(C)CC(=O)NCCCn2ccnc2)cc1Cl	-1	-2	i	7	i	i	-10	i	i	-1	i
COc1cccc(/C=N/NC(=O)C(=O)N2CCCC2)c1	1	-1	i	-2	i	i	-1	i	i	1	i
COc1ccc(Cl)cc1S(=O)(=O)N(C)CC(=O)NCCCn1ccnc1	6	-8	i	-2	i	i	-6	i	i	-4	i
COc1ccc(-c2cc(C(=O)NCCN3CCOCC3)c3cc(C(C)C)ccc3n2)cc1	-17	·	i	0	i	i	-8	i	i	2	i
CCOC(=O)Cn1c(C)[n+](CC(=O)c2ccccc2)c2ccccc21	0	-2	i	-1	i	i	-3	i	i	5	i
CC(C)CN(c1ccccc1)S(=O)(=O)c1nnc(NC(=O)C(C)C)s1	0	-3	i	-2	i	i	-8	i	i	-1	i
Cc1cccc(OCc2nnc(SCC(=O)Nc3nccs3)o2)c1	6	-9	i	-1	i	i	-9	i	i	0	i
CCOC(=O)c1c(NC(=O)C2C3C=CC(C3)C2(C)C(=O)O)sc2c1CCCC2 (stereo unspecified)	-1	0	i	-4	i	i	-10	i	i	6	i
CCC(=O)Nc1ccc(C(=O)n2nc(C)cc2C)cc1	-5	2	i	-2	i	i	-2	i	i	-2	i
COc1ccc(C(=O)NCc2cccnc2)cc1	-2	-4	i	1	i	i	-7	i	i	-22	i
NC(=O)C1CCN(C(=O)COc2cccc3cccnc23)CC1	7	2	i	1	i	i	-7	i	i	2	i
Cc1ccc(OCC(=O)Nc2ccc(N3CCN(S(C)(=O)=O)CC3)cc2)cc1C	-4	0	i	-4	i	i	-7	i	i	1	i

Source: PubChem BioAssay
